# Giardia kill: Small Molecules that selectively kill Giardia lamblia: qHTS; AID 540267, 2011; actives 0.15% (n = 340,000); Giardia lamblia trophozoite viability; activity change, % at 7.66 µM, hits read low; in the data active = activity change below about -80%; inconclusive = between about -30% and that limit;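 note: parasites exposed to compound for two days anaerobically before the ATP read; % is set by controls: 0 for no effect and ±100 for the full control effect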
#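 Trophozoites 100 cells/well + cpd; 48 hrs, 37 deg C, anaerobic. ATPLite 1-Step added, 15-30 min RT, luminescence read (ATP-based viability).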
# TCR activator: Activators of T cell receptors: qHTS campaign | primary human leukocytes, anti-CD3, IL-2 HTRF, 48 h | Potency, µM (titrated, usually from 9.22 µM), for inactives: top-dose activation of IL-2 secretion, hits mostly activators | 330,000 tested, under 10 active | AID 504894, 2011; note: % of control where 0% means no effect
#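 Primary human leukocytes incubated 48 hr with anti-CD3 beads plus compound, without co-stimulation. Secreted IL-2 measured by HTRF (europium cryptate/d2 anti-IL-2 pair, 320 nm excitation, 665 nm emission).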
# BCR signal inh: qHTS Assay to Find Inhibitors of Chronic Active B-Cell Receptor Signaling; ABC-DLBCL IkBa-CBG/CBR reporter, luminescence ratio, 4 h; Potency, µM (titrated, usually from 46.1 µM), inactives show at the top dose ratio change, negative = lower green/red ratio, most hits filed as inhibitors; actives 0.05% (n = 340,000); active = well fitted inhibition curve with a large enough effect in the signal ratio, with a control signal flat, not every such curve was filed as active; inconclusive = small, poorly fitted or top-dose-only effect, or effect the other way, or a change in a side signal; the % refers to the signal ratio;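 note: potency is the fitted concentration of half-maximal effect; plate controls were basal doxycycline-induced cells for no effect and cells given 10 µM MG132 for full effect; MG132 reads +100%, hits lower the ratio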
#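 Doxycycline induced both beetle luciferases in TMD8 lymphoma cells; IKK-driven degradation limits the IkappaBalpha-fused green signal, while red luminescence normalises for cell number and nonspecific effects. Compounds tested up to 46 uM, 4 hrs.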
# MLL CXXC-DNA inh: qHTS Fluorescence Polarization Assay for Inhibitors of MLL CXXC domain - DNA interaction; MLL-CXXC / FITC-HOXA9 DNA fluorescence polarization; actives 0.037% (n = 290,000); Potency, µM (series often up to 115 µM), inactives show at the highest dose activity change, negative = inhibition, most hits filed as inhibitors; active = well fitted inhibition curve with a large enough effect in the polarisation, with a control signal flat, not every such curve was filed as active; inconclusive = small, poorly fitted or top-dose-only effect, or effect the other way, or a change in a side signal; inactive = no such curve, though single readings can be large or run the other way; the % refers to the polarisation; note: potency is the fitted concentration of half-maximal effect
#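 Steps: dispense CXXC domain solution (7 uM) → pin compounds or unlabeled HOX-A9 DNA control → 5 min ambient → add FLSN-HOX-A9 solution (50 nM) → spin → 30 min ambient → fluorescence polarization. Tris pH 7.5/NaCl/DTT/BSA buffer.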
# GALK inh: qHTS Assay for Inhibitors of Human Galactokinase (GALK); P51570; Purified GALK, Kinase-Glo residual ATP luminescence; Potency, µM (top dose mostly 57.5 µM), for inactives: at the highest dose activity change, negative = inhibition, usual class: inhibitors; actives 0.007% (n = 270,000); note: potency is the fitted concentration of half-maximal effect; % is set by controls: 0 for no effect and ±100 for the full control effect
#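 Galactose (100 uM) and ATP (35 uM) were turned over by 5 nM GALK for 1 h at RT. Kinase-Glo Plus then converted the remaining ATP into a luminescent signal.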
# AT treatment: qHTS Assay for Identifying a Potential Treatment of Ataxia-Telangiectasia | Potency, µM (titrated, usually from 57.5 µM), without a hit: top-dose activation, most hits filed as activators | actives 0.19% (n = 320,000) | […] A-T fibroblasts, KAP-1 phosphorylation AlphaLISA; neocarzinostatin DNA damage 30 min before lysis | AID 485349, 2010; note: potency is the fitted concentration of half-maximal effect; % of control where 0% means no effect; nearly all actives have a fitted effect of over 45% in size
#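 hTERT-immortalized A-T patient fibroblasts ([…]), 500 cells/well in OPTI-MEM, 1% FBS, got compounds for 60 min, then NCS for 30 min at 37C. Lysates were then assayed for phospho-KAP-1 by AlphaLISA (anti-pKAP1 donor, anti-KAP1 acceptor beads), 6 hr at 25C.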
# FBPA coupling cs: qHTS Assay for Inhibitors of Fructose-1,6-bisphosphate Aldolase from Giardia Lamblia: Coupling assay counterscreen. coupling enzyme system counterscreen, AmpLite Red fluorescence. activity change, negative = inhibition, % at 58.2 µM, hits read low. actives 0.67% (n = 290,000); in the data active = activity change below about -30%; note: % is set by controls: 0 for no effect and ±100 for the full control effect
#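 Counterscreen of the coupled detection system alone, without aldolase: glyceraldehyde-3-phosphate coupling enzymes plus AmpLite Red readout. Compounds at 57.5 uM final, 10 min RT preincubation, 20 min RT reaction, fluorescence 525/598 nm.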
# hERG WT inh: qHTS for Inhibitors of KCHN2 3.1: Wildtype qHTS; actives 0.37% (n = 340,000); U2OS, BacMam KCNH2, thallium flux FluxOr; active compounds read low; AID 720551, 2013; activity change, % at 1.84 µM; Voltage-gated inwardly rectifying potassium channel KCNH2 (Homo sapiens), Q12809;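 active = maximum activity change below -70%; inconclusive = maximum activity change between -70% and -50%; inactive = maximum activity change above -50%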; note: % is set by controls: 0 for no effect and ±100 for the full control effect
#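 U2OS cells were transduced with wild-type KCNH2 virus (2.03 x 10^8 / mL) for 4 h at room temperature, then cultured overnight at 37 C. Thallium flux was read with FluxOr dye. Rate constants were normalized to DMSO controls.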
# TSHR antagonist: Antagonists of the Thyroid Stimulating Hormone Receptor: HTS campaign | Thyrotropin receptor (Homo sapiens), P16473 | TSHR-expressing cells, TSH-stimulated cAMP HTRF, 2 h; active compounds read low | activity change, negative = inhibition, % at 11.5 µM | actives 0.2% (n = 330,000);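 active = activity change below a set negative limit, meaning inhibition stronger than a set level, cut at about -70% in these data; inconclusive = activity change between two set negative limits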; note: % is set by controls: 0 for no effect and ±100 for the full control effect
# Target sequence (P16473 whole entry, looked up): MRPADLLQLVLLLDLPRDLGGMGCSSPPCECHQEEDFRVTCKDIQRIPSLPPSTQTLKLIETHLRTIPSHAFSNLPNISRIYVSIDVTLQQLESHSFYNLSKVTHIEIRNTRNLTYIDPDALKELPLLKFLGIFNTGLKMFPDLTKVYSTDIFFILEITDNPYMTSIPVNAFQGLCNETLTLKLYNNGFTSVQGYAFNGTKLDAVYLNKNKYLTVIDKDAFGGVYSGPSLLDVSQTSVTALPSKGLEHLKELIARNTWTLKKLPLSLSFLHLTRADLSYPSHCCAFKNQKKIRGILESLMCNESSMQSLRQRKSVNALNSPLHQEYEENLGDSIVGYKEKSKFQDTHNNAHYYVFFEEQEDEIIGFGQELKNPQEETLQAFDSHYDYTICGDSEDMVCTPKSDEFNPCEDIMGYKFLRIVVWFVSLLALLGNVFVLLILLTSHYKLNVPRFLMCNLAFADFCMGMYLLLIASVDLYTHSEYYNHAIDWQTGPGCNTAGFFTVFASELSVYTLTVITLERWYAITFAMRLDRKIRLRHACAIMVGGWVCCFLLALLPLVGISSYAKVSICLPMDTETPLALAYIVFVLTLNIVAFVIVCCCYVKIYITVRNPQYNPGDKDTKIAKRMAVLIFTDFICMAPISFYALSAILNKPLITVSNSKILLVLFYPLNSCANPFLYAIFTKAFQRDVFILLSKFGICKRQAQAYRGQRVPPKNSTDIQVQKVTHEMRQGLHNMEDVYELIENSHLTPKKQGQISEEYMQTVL
#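 Antagonism was scored as loss of TSH-driven cAMP in TSHR cells, stimulated with 4nM TSH (EC80) for 2 hours at 37 deg C and detected by homogeneous HTRF competition immunoassay.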
# Tb PFK block: qHTS Assay to Find Inhibitors of T. brucei phosphofructokinase | ATP-dependent 6-phosphofructokinase (Trypanosoma brucei brucei), O15648 | Potency, µM (highest dose often 57.5 µM), for the others: at the top dose activity, negative = inhibition, hits mostly inhibitors | actives 0.17% (n = 330,000) | T. brucei PFK, ADP-Glo luminescence;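 note: potency is the fitted concentration of half-maximal effect; 0% = uninhibited 1x PFK enzyme wells and -100% = no-enzyme wells; nearly all actives have a fitted effect of over 60% in size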
#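 PFK 1.25 nM, F6P 0.5 mM, ATP 0.1 mM, 0.1 M TEA pH 8.0, 5 mM MgCl2, 0.01% Tween20, 0.1% BSA; 45 min RT. ADP-Glo readout. qHTS titration up to 57 uM; curves fitted, compounds curve-classed.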
# The depositor's hits bear a star; ? = inconclusive; . = no result given; [ ] = remark or other dose. Unless noted, calls come from the whole dose curve; as a rule, active = well fitted curve in the direction sought with a large enough effect; inconclusive = small, poorly fitted or top-dose-only effect, or another doubt; inactive = no such curve, though single readings can be large; an effect the other way counts as inactive or inconclusive.
SMILES,Giardia kill,TCR activator,BCR signal inh,MLL CXXC-DNA inh,GALK inh,AT treatment,FBPA coupling cs,hERG WT inh,TSHR antagonist,Tb PFK block
CCc1ccc(NC(=O)Nc2cc(C(=O)O)ccc2N2CC3CC(C2)c2cccc(=O)n2C3)cc1 (stereo not drawn),-8,5%,2%,-1%,-5%,1%,-9,3,-12,-2%
COc1ccc(C(=O)NCC(c2ccc3c(c2)OCO3)N2CCN(c3ccc(OC)cc3)CC2)cc1 (stereo not drawn),1,-1%,0%,.,.,-7%,.,7,8,-12%
COc1ccc(-c2csc(=Nc3c(C)n(C)n(-c4ccccc4)c3=O)n2C(C)(C)C)cc1,-3,3%,-3%,1%,3%,-1%,5,?,0,-4%
CCOC(=O)Oc1c(OC)cc(C(=O)O[C@@H]2C[C@@H]3CN4CCc5c([nH]c6cc(OC)ccc56)[C@H]4C[C@@H]3[C@H](C(=O)OC)[C@H]2OC)cc1OC,-5,0%,?,.,.,8%,.,-19,0,0%
Cc1ccsc1C(=O)Nc1ccc2c(c1)OCCO2,?,11%[46.1 µM],?,1%,7%,3%,1,-3,-13,-12%
COc1ccc(-c2oc3ncnc(NCCCN4CCOCC4)c3c2-c2ccc(OC)cc2)cc1,5,2%,-3%,3%,0%,-2%,0,-2,-8,-11%
CCOC(=O)C1(Cc2cccc(Cl)c2)CCCN(CCO)C1 (stereo not drawn),-5,-1%,5%,-17%,4%,5%[11.5 µM],-6,-2,-4,-6%
CCOC(=O)Cc1csc(NC(=O)c2cccs2)n1,-13,3%,?,-10%,-1%,6%,0,36,-13,6%
CCOc1cc(C(=O)N/N=C/c2ccsc2)cc(OCC)c1OCC,2,3%[46.1 µM],?,13%,1%,-2%,5,0,-9,0%
Cc1nnc(NC(=O)c2csc3c2CCC(C)C3)s1 (stereo not drawn),1,8%,-11%,-7%,2%,10%,0,-27,-17,20%
COc1ccc(CNC(=O)CN2C(=O)NC3(CCCCCCC3)C2=O)cc1,-13,1%,1%,.,.,1%,.,-2,110,0%
CCOC(=O)c1c(C)n(C)c2ccc(OC)c(NC(=O)CCN3CCC(Cc4ccccc4)CC3)c12,-23,4%,-22%,40%[activator],-2%,-4%,-1,-18,-21,10%

# Three of the entries above in order of their number in Tb PFK block, rising:
Compound	Tb PFK block
COc1ccc(C(=O)NCC(c2ccc3c(c2)OCO3)N2CCN(c3ccc(OC)cc3)CC2)cc1 (stereo not drawn)	-12%
COc1ccc(-c2csc(=Nc3c(C)n(C)n(-c4ccccc4)c3=O)n2C(C)(C)C)cc1	-4%
CCOC(=O)c1c(C)n(C)c2ccc(OC)c(NC(=O)CCN3CCC(Cc4ccccc4)CC3)c12	10%

# The list continues:
SMILES,Giardia kill,TCR activator,BCR signal inh,MLL CXXC-DNA inh,GALK inh,AT treatment,FBPA coupling cs,hERG WT inh,TSHR antagonist,Tb PFK block
Cc1ccccc1NC(=O)c1sc(Cl)nc1-c1ccccc1,-14,2%,.,25%,4%,.,5,-1,.,.
CC1CC(=O)N(CC(=O)NCc2ccc3c(c2)OCO3)c2ccccc2S1 (stereo not drawn),-1,-1%,-1%,2%,-1%,12%,2,1,-14,-3%
Cc1ccc(CN2CCN(C3CCCC3)C(CCO)C2)s1 (stereo not drawn),-2,0%,0%,-10%,6%,4%,3,0,18,-2%
Cc1nc2ccc(F)cc2cc1C(=O)NCc1ccco1,-12,-8%,6%,-3%,0%,1%,-2,-1,1,-5%
O=C1/C(=C/c2ccccc2)Oc2cc(OC(=O)N3CCOCC3)ccc21,-27,10%[46.1 µM],-1%,11%,0%,3%,2,-8,-10,0%
COc1ccc(CNC(=O)c2sccc2-c2ccccc2)cc1OC,13,8%,12%,9%,-7%,16%,.,-18,-3,0%
Cc1ccc(C)c(OCC(=O)Nc2ccncc2)c1,0,-7%,0%,-5%,0%,-4%,0,3,-11,-5%
Cc1cc(C)c(C#N)c(SCC(=O)NC2CC2)n1,-11,-2%,-1%,-8%,1%,-6%,-4,-11,8,-3%
CCN(CC(=O)NCc1cccs1)C(=O)c1ccc(NS(=O)(=O)c2ccc(C(C)=O)cc2)cc1,9,-3%,6%,.,.,2%,.,-12,-1,-14%
CCCN(CC(=O)Nc1cc(Cl)ccc1Cl)C(=O)c1ccc2n[nH]nc2c1,1,3%,-1%,.,.,2%,.,-4,36,4%
Cc1c(C(C)(C)O)[nH]c2cc(C(F)(F)F)ccc12,2,-2%,?,-7%,.,3%,-2,6,32,0%
Cn1c(CC(=O)NN)c(Sc2ccccc2)c2ccccc21,10,-1%,0%,-16%,.,-2%,0,2,-12,-1%
COc1ccc(Nc2nnc(Cc3ccncc3)c3ccccc23)c(OC)c1,-12,-1%,?,-12%,4%,15%,-3,-8,8,1%
O=C(Nc1c(C(=O)N2CCN(c3ccccn3)CC2)oc2ccccc12)c1cccc([N+](=O)[O-])c1,-4,4%,5%,-9%,7%,1%,1,-37,6,0%
O=C(COC(=O)c1ccccc1NCCO)NCCC1=CCCCC1,9,-5%,?,.,.,28%,.,3,9,0%
Cc1cccnc1NC(=O)CCn1c(=O)oc2ccccc21,-22,2%,0%,-2%,6%,18%,.,3,-1,3%
O=C(CCS(=O)(=O)c1cccs1)Nc1ccc(C(=O)NC2CCCC2)cc1,-6,5%,-1%,8%,1%,2%,-2,0,-6,-2%
O=C(c1ccncc1)N1C2C=CC(C2)C1(C(F)(F)F)C(F)(F)F (stereo not drawn),.,.,-1%,4%,1%,-2%,3,.,14,-6%
Cc1cc(C)nc(N(C#N)CCOc2ccc(Cl)cc2)n1,-2,-1%[46.1 µM],-22%,3%,-1%,19%,-7,2,14,0%
CCOC(=O)c1c(CN2CCN(c3ccccc3)CC2)oc2cc(Br)c(O)cc12,6,-4%,0%,12%,.,3%,-4,0,-10,-2%
COC(=O)C(C(=O)OC)C(CC(=O)c1ccc(C)cc1)c1cc(OC)c(OC)c(OC)c1 (stereo not drawn),-27,-3%,-9%,-2%,-3%,-9%,0,-5,3,10%
CC(=O)c1ccc(Nc2nc(-c3cccnc3)cs2)cc1,-4,8%,-11%,3%,0%,8%,1,-81*,-17,-4%
COc1ccc(CN(C(=O)c2nsc(Cl)c2Cl)C(C(=O)NC2CCCCC2)c2ccc(OC)cc2)cc1 (stereo not drawn),-15,-7%,?,21%,2%,5%,-4,-2,66,-6%
O=S(=O)(Nc1ccc(N=Nc2ccccc2)cc1)c1ccccc1,11,8%[46.1 µM],15%,4%,-3%,9%,0,13,-9,2%
CC(C)=CC(=O)Nc1nnc(C(C)C)s1,-1,0%,?,-2%,.,6%,-2,-8,10,1%
O=C(CSc1nnc(NC(=O)c2c(F)cccc2F)s1)NCC1CCCO1 (stereo not drawn),10,2%,4%,.,.,-1%,.,4,-7,-1%
CCOc1ccc(NC(=O)CCS(=O)(=O)c2ccc3c(c2)CCCN3C(=O)CC)cc1,3,.,9%,-6%,2%,.,-1,-3,9,-3%
O=C(Cc1cccs1)NCc1ccc(F)cc1,-11,6%,20%,8%,0%,-5%,1,-6,8,-14%
O=C(Cc1ccccc1)NCC(=O)N1CCN(Cc2cccc(Cl)c2)CC1,4,.,-1%,.,.,-3%,.,3,.,0%
O=C(c1cccs1)N(Cc1ccc(Cl)cc1)C1CCS(=O)(=O)C1 (stereo not drawn),4,-2%,-8%,-3%,-3%,1%,0,-20,-10,-1%
Cc1c(NC(=S)N2CCN(c3cccc(Cl)c3)CC2)c(=O)n(-c2ccccc2)n1C,-11,3%,-12%,-4%,4%,-2%,0,31,11,?
CCN1CCN(S(=O)(=O)c2ccc(C(=O)Nc3ccccc3)cc2)CC1,9,.,-2%,2%,0%,0%,0,8,-6,-21%
O=C1Nc2c(c(=O)[nH]c(=O)n2-c2ccccc2F)C(C(F)(F)F)(C(F)(F)F)N1,-1,0%[46.1 µM],-5%,4%,-2%,4%,4,-6,-2,6%
CC(C)Cc1nnc(NC(=O)c2ccc3c(=O)n4c(nc3c2)CCC4)s1,17,-4%,1%,?,6%,1%,7,11,-1,3%
COc1cc(CNCC(O)c2ccccc2)ccc1OCc1ccc(Cl)nc1 (stereo not drawn),-3,7%,5%,7%,0%,0%,-2,48,4,0%

# Source: PubChem

# Compounds were not picked by outcome (roughly 1.6% active in at least one column).
